# Source: PubChem BioAssay (National Center for Advancing Translational Sciences (NCATS))
# Nrf2 inh = Nrf2 pathway inhibition; A549 ARE-Fluc reporter, luciferase luminescence, 18-24 h; 360,000 tested, 2.1% active; AID 504444; Potency, µM (highest dose often 46 µM), without a hit: at the top dose activity change, negative = inhibition, most hits filed as inhibitors; further: potency means the concentration at half of the fitted maximal effect; on the % scale 0 is the no-effect control and ±100 the full control effect; nearly all actives have a fitted effect of over 60% in size
#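 Quantitative HTS in A549 cells stably bearing an antioxidant response element-firefly luciferase construct. Inhibition of Nrf2-driven transcription was scored by luminescence after 18-24 h of compound exposure at 37 °C.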
# TGFb inhibitor = blocks TGF-b signaling. HepG2 CAGA-GFP TGF-b/SMAD3 reporter, GFP fluorescence, 18 h; TGF-beta stimulated, 500 pg/mL final. Potency, µM (series often up to 46.1 µM), inactives show at the top dose activity, negative = inhibition, most hits filed as inhibitors. 410,000 tested, 1.2% active. AID 588855; further: potency means the concentration at half of the fitted maximal effect; on the % scale 0 is the no-effect control and ±100 the full control effect; nearly all actives have a fitted effect of over 65% in size
#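 HEPG2 CAGA-GFP, 1000 cells/well; 2 h settle, 37 C; cpd via pin tool; TGF-b 500 pg/mL final; 18 h, 37 C; GFP imaging ex488/em500-530; %Activity normalised to -TGF-b and +DMSO controls; CRC fit, curve class.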
# ATXN2 expr inh = reduces ATXN2 reporter expression in HEK-293 cells; HEK-293 ATXN2-luciferase reporter, luminescence, 24 h; Potency, µM (titrated, usually from 57 µM), for inactives: at the highest dose activity change, negative = inhibition, hits mostly inhibitors; 360,000 tested, 0.72% active; further: potency means the concentration at half of the fitted maximal effect; on the % scale 0 is the no-effect control and ±100 the full control effect; nearly all actives have a fitted effect of over 55% in size
#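 ATXN2-luciferase reporter cells (luciferase flanked by upstream and downstream ATXN2 gene portions) were treated 24 h at 37 °C with compounds at up to 57 uM. SteadyGlo luminescence gave expression; GF-AFC fluorescence gave viability.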
# A549 tox = A549 cytotoxicity, counter-screen for Nrf2 inhibitors; Potency, µM (highest dose often 46 µM), inactives show at the highest dose activity change, negative = cytotoxicity, actives largely listed as inhibitors; 390,000 tested, 0.16% active; A549 ARE-Fluc cells, CellTiter-Fluor viability, 18-24 h; further: potency means the concentration at half of the fitted maximal effect; on the % scale 0 is the no-effect control and ±100 the full control effect
#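 A549 ARE-Fluc cells in 5% FBS OPTI-MEM, 5000 cells/well, rested 2 h then exposed to compounds in concentration-response for 18-24 h at 37 °C. Viability by CellTiter-Fluor fluorescence (Ex 405/Em 525) after 30 min; luciferase luminescence (BugLite, 15 min, RT) read afterwards.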
# HepG2 viability = counter-screen for TGF-b inhibitors: cytotoxicity in HepG2 cells. HepG2 CAGA-GFP viability, ATP luminescence, 18 h. Potency, µM (top dose mostly 46.1 µM), without a hit: at the highest dose activity change, negative = cytotoxicity, most hits filed as cytotoxic. 410,000 tested, 0.76% active; further: potency means the concentration at half of the fitted maximal effect; some results filed as inactive show a strong effect at the top dose
#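 HepG2 CAGA-GFP cells (1000/well, DMEM with 1% FBS) received compound, then TGF-beta at 500 pg/mL final, and were incubated 18 hours at 37 degrees C. Viability was read by CellTiter-Glo luminescence. Media-only wells were set as complete cell-killing and DMSO as no toxicity.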
# IL-2 act = activators of IL-2. activation, % (series mostly up to about 46 µM). IL-2 activation reporter assay, cell-based qHTS; stimulated with anti-CD3/CD4/CD28 beads; in transgenic mouse T cells. 360,000 tested, 0.065% active; in the data active means activation above about 50%; inconclusive means mostly about 30% to 49%; further: 0% is about no effect
#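 Screening format: compound pinned onto unstimulated transgenic mouse T cells, 60 min incubation, then anti-CD3/anti-CD4/anti-CD28 bead stimulation for 18 hours at 37 degrees C, followed by EGFP and DsRed detection.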
# EPAC2 ag = activates human EPAC2 exchange factor; Q8WZA2; EPAC2 activation, biochemical qHTS; response scale: 100% = 6.5 mM cAMP response; Potency, µM (top dose mostly 154 µM), for inactives: at the highest dose activation, usual class: activators; 360,000 tested, 0.079% active; further: potency means the concentration at half of the fitted maximal effect; nearly all actives have a fitted effect of over 50% in size
# Target sequence (Q8WZA2 whole entry, looked up): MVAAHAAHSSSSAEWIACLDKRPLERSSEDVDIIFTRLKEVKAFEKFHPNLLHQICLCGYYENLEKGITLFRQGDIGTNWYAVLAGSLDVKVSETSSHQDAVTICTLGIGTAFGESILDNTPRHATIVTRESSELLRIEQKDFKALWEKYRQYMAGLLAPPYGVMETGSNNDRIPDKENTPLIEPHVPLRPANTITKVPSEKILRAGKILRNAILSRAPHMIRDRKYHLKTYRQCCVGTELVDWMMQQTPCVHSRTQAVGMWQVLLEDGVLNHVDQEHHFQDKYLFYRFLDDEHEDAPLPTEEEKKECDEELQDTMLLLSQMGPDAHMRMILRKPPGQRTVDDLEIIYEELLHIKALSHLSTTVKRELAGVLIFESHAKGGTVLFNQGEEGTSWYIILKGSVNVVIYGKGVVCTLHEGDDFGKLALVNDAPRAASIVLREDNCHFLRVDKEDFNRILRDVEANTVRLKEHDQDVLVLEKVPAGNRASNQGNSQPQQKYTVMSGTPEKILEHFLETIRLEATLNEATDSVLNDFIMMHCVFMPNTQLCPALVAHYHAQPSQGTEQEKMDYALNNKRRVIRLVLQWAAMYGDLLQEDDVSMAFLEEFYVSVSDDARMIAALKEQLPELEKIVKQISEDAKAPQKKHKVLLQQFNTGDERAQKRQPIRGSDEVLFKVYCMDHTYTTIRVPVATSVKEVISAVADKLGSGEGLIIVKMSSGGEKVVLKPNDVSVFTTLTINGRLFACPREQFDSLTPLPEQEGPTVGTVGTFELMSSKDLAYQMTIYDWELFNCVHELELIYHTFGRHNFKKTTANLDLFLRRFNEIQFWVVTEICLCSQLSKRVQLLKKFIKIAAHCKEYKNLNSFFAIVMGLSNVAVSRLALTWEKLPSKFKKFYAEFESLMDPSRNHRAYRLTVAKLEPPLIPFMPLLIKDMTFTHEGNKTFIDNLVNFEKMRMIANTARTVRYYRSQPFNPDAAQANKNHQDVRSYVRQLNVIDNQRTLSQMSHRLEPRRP
#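 Guanine nucleotide exchange by EPAC2 is measured as reduced fluorescence of BODIPY-GDP once it is released from 250 nM Rap1B. Plates are read kinetically for 30 min at room temperature; results are scaled to 6.5 mM cAMP.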
# Nrf2 ARE act = Nrf2 pathway activation | 410,000 tested, 0.31% active | Potency, µM (top dose mostly 46.1 µM), without a hit: at the highest dose activation, usual class: activators | AREc32 ARE-luciferase reporter (MCF7-derived line), luminescence, 24 h; further: potency means the concentration at half of the fitted maximal effect; % of control where 0% means no effect; nearly all actives have a fitted effect of over 65% in size
#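 Luciferase luminescence (Steady-Glo, 30 min at room temperature) served as the read-out of ARE activation in AREc32 cells treated with compounds for 24 hr at 37 deg C.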
# ATXN viability = cell viability loss in ATXN counter-screen. S2 cells (HEK-293 line with an ATXN2-luciferase reporter) viability, CellTiter-Fluor protease fluorescence, 24 h. Potency, µM (doses to about 56.7 µM), most hits filed as cytotoxic. 400,000 tested, 0.49% active. AID 651635; further: potency means the concentration at half of the fitted maximal effect; nearly all actives have a fitted effect of over 40% in size
# * marks the source's active call; other numbers are inactive results; i = inactive; ? = inconclusive; . = no result given; & = joins results of further samples; [ ] = remark or other dose. Unless noted, the call rests on the fitted dose curve; in most records, active means well fitted curve in the direction sought with a large enough effect; inconclusive means small, poorly fitted or top-dose-only effect, or another doubt; inactive means no such curve, though single readings can be large; an effect the other way counts as inactive or inconclusive.
SMILES,Nrf2 inh,TGFb inhibitor,ATXN2 expr inh,A549 tox,HepG2 viability,IL-2 act,EPAC2 ag,Nrf2 ARE act,ATXN viability
C#CCN(C[C@@H]1[C@@H](OC(=O)NCc2ccc(OC)c(OC)c2)[C@@H](OC(=O)NCc2ccc(OC)c(OC)c2)CN(C(=O)OC(C)C)N1C(=O)OC(C)C)S(=O)(=O)c1ccc(C)cc1,.,-19%,4%,.,-9%,-1.5,8%,2.1%,?
COC(=O)C(NC(C)=O)(Nc1nc(C)cs1)C(F)(F)F (stereo not drawn),18%,1%,5%,11%,0%,-1.5,5%,-0.1%,i
COc1ccccc1/C=C/C(=O)Nc1ccc(S(=O)(=O)Nc2cc(C)nc(C)n2)cc1,-26%,-1%,16%,1%,-5%,0.3,7%,1.9%,i
CCOc1cc(/C=N/NC(=O)c2cc(C3CC3)[nH]n2)ccc1O,?,13%,-3%[11.3 µM],-3%,5%,-3.2,5%,0.6%,i
COc1cc([N+](=O)[O-])ccc1NC(=S)NNC(=O)c1ccc2c(c1)OCO2,10%,?,2%,-16%,-79%,-4.2,-2%,-0.9%,i
O=C(CSc1nnc(NC(=O)c2c(F)cccc2F)s1)NCc1ccccc1,21%,-2%,9%,-2%,-9%,0.5,6%,2.4%,i
Nc1ccc2nc(-c3ccccc3)cnc2c1,?,0%,31%[activator],11%,-16%,0.6,26%,8.0%,.
CCn1ccc(C(=O)NC2C(=O)N3C(C(=O)O)=C(C)CSC23)n1 (stereo not drawn),.,?,-1%,0%,-23%,4.8,2%,0.0%,i
N#Cc1c(C(F)(F)F)cc(=O)[nH]c1SCC(=O)O,-1%,-1%,.,-4%,0%,1.2,14%,-0.4%,i
O=C(Nc1cccnc1)c1ccc([N+](=O)[O-])s1,?,10µM*,?,-15%,11µM*,-0.2,5%,?,i
CSc1nc2c(c(=O)[nH]1)CCCC2,-3%,-19%,2%,-5%,-5%,-2.4,-10%,-0.7%,i
C=CCSC1=N/C(=C\c2cccnc2)C(=O)N1c1ccc(OC)cc1,6%,6%,-12%,-8%,-1%,-0.4,5%,3.3%,i
CCOc1ccccc1OCCCn1c(-c2ccc(Cl)cc2)nc2ccccc2c1=O,10%,0%,-9%,0%,-12%,.,.,4.7%,i
CCCCSc1nc2c(cnn2-c2ccc(F)cc2)c(=O)[nH]1,-27%,2%,-1%,-2%,-6%,1.1,5%,0.4%,i
C=CCNC(=O)C1CCN(c2cnccn2)CC1,1%,3%,-3%,-2%,-1%,-0.4,1%,0.4%,i
O=C1NC(=O)C2C1C(c1cccs1)NN2Cc1ccccc1 (stereo not drawn),?,2%,-10%,5%,-2%,-0.8,8%,1.6%,i
COc1cc(C(=O)NC(=S)N2CCCCCC2)cc(OC)c1OC,-4%,-5%,.,4%,7%,-0.9,7%,-0.2%,i
O=C(Nc1ccc2nc(-c3ccccc3)[nH]c2c1)c1ccco1,?,-4%,36%,1%,-4%,2.3,0%,8.1%,i
CN(C)c1ccnc(-n2cccc2/C=N/OCc2ccccc2)c1C#N,.,-3%,0%,-15%,16%,1.8,17%,-1.0%,i
O=C(NNc1nc2ccccc2nc1C(F)(F)F)c1ccccc1,.,-7%,-4%,-2%,5%,-1.3,-2%,-0.5%,i
CCOc1oc(-c2ccc(OC)cc2)nc1C(F)(F)F,-6%,-15%,-3%,-4%,-11%,-0.3,0%,0.4%,i
CCN(CC1CCCO1)C(=O)C1CCN(C2CCN(Cc3ccccc3C)CC2)CC1 (stereo not drawn),-18%,?,-19%,-10%,-5%,-5.5,3%,0.6%,i
O=C(NCc1cccnc1)C(=O)N/N=C/c1ccccc1[N+](=O)[O-],11%,3%,.,-3%,-9%,4.3,0%,-0.6%,i
CCOc1ccc(N(C(C)C(=O)N2CCCC2)S(C)(=O)=O)cc1 (stereo not drawn),7%,3%,16%,4%,2%,-0.5,-1%,0.3%,i
COc1ccc(Cl)cc1S(=O)(=O)NCc1ccc2c(c1)CCN2C(=O)c1cccc(C)c1,.,?,.,?,-27%,.,.,-3.1%,.
# Going on with the list.
SMILES,Nrf2 inh,TGFb inhibitor,ATXN2 expr inh,A549 tox,HepG2 viability,IL-2 act,EPAC2 ag,Nrf2 ARE act,ATXN viability
O=c1[nH]c(/C=C/c2ccccc2F)nc2ccccc12,?,0%,.,-11%,4%,2.3,0%,32%,i
CCOC(=O)/C=C1\SCC(=O)N1CC(=O)Nc1ccc2c(c1)CCC2,?,-13%,8%,1%,9%,-1.2,8%,-0.3%,i
CCc1cccc(NC(=O)c2ccc(Cn3c(=O)[nH]c4ccsc4c3=O)cc2)c1,?,5%,-6%,5%,-8%,4.9,8%,0.1%,i
CCN(CC)CCNC(=O)C1CCC(=O)N1CCc1ccccc1 (stereo not drawn),-13%,6%,5%,-10%,-4%,-0.7,7%,-0.6%,i
C[C@H]1CN([C@@H](C)CO)C(=O)c2cc(Br)cnc2O[C@@H]1CN(C)C(=O)NC1CCCCC1,.,6%,10%,.,2%,-1.5,-3%,0.4%,i
C=CCn1c(SCC(=O)Nc2ncc(Cc3ccc(C)c(Cl)c3)s2)nnc1-c1ccncc1,?,9%,-39%,-15%,5%,-5.5,5%,-0.4%,i
COc1cc2sc(-c3ccc(S(C)(=O)=O)cc3)c(-c3ccc4c(c3)OCO4)c2cc1OC,-21%,9%,8%,-20%,-14%,-1.3,0%,3.5%,i
Cc1ccc(C(C)C)c(OCCCCN2CCNCC2)c1,5%,2%,.,4%,-41%,0.4,-1%,-0.6%,?
Cc1ccc(C(=O)OC2CCOC2=O)cc1NC(=O)c1ccco1 (stereo not drawn),-17%,27%,-4%,5%,-8%,0.3,12%,1.4%,i
C/C=C\C=C/C(=O)Nc1cccc(C2=NOC3(C2)C[C@@H](C(N)=O)N(C(=O)/C=C/CC)C3)c1 (stereo partly drawn),14%,1%,11%,0%,-14%,0.5,0%,0.2%,i
COc1ccc(CNc2nc3ccccc3n2Cc2ccccc2)cc1OC,?,?,-18%,-16%,-62%,-2.8,13%,1.7%,i
Cc1cn(C2CCCO2)c(=O)nc1N (stereo not drawn),-6%,10%,-18%,-4%,3%,0.3,10%,-0.3%,i
Cc1cc(Nc2ccccc2)n(-c2nc3ccccc3[nH]2)n1,16µM*,?,?,-8%,-5%,-0.9,6.3µM*,10%,?
Cc1c(C(=O)NCCN(C)C)sc2nc3n(c(=O)c12)CCC3,7%,-30%,.,3%,-13%,.,.,-0.9%,.
CCc1ccccc1NC(=O)C1CCCN(S(=O)(=O)c2cccc3nsnc23)C1 (stereo not drawn),-6%,-30%,8%,1%,-9%,.,.,-0.6%,i
Cc1ccc(Nc2c(-c3c[nH]c4ccccc34)nc3ccccn23)cc1,2%[9.27 µM],-11%,?,-17%,-45%,.,.,?,?
O=C1CSC(=S)N1/N=C/c1ccc(C(F)(F)F)cc1,14%,4%,8%,-1%,-18%,-0.7,-14%,4.0%,i
COc1ccccc1NC(=O)c1ccc(Br)c(S(=O)(=O)N2CCCC2)c1,?,-2%,-6%,8%,8%,-1.3,18%,7.2%,i
Cc1ccc(-c2nnn(CC(=O)N(Cc3cccs3)C(C(=O)NCC3CCCO3)c3ccco3)n2)o1 (stereo not drawn),-7%,-2%,-7%,9%,3%,-0.1,10%,-0.5%,i
COc1ccc(Nc2oc(-c3ccccc3Cl)nc2C#N)cc1,-19%,-26%,-27%,-6%,0%,-2.7,15%,-2.1%,i
O=C1c2ccccc2NC(c2ccc(-c3cccc(F)c3)o2)N1O (stereo not drawn),6%,-29%,?,-6%,-15%,0.7,5%,0.8%,?
COc1ccc(N=Cc2sc(O)c3ccccc23)cc1,?,87%[activator],157%[activator],-14%,-29%,?,17%,?,i
CCCCn1cc(S(=O)(=O)c2cccc(C)c2)c(=O)c2cc(F)c(N3CCOCC3)cc21,-12%,-10%,.,-1%,-1%,.,.,0.7%,.
Cc1ccccc1NC(=O)Nc1nnc(N2CCCCCC2)s1,?,-1%,2%,0%,4%,.,.,2.6%,i
COc1ccc(NC(=O)c2nc(S(C)(=O)=O)ncc2N(Cc2ccc(C)cc2)Cc2ccco2)cc1Cl,2%,-5%,6%,-1%,4%,.,.,4.5%,i
CCOc1cccc(CC(=O)N2CCc3c([nH]c4ccccc34)C2c2ccc(SC)cc2)c1OCC (stereo not drawn),16%,-2%,3%,-2%,3%,.,.,0.6%,i
COc1ccc(CNC(=O)c2ccc(-c3nc(CSc4ccccc4)c(C)o3)cc2)c(OC)c1,9%,-13%,-2%,9%,-7%,.,.,6.2%,i
Cc1ccc(Cn2c(=O)c3cccnc3n(CC(=O)Nc3cccc(C(F)(F)F)c3)c2=O)cc1,5.8µM*,?,-17%&-25%,5%&-22%,-34%&-14%,0.3,-9%,5.2%&0.0%,i

# 5 entries from above, as tab-separated lines:
Compound	Nrf2 inh	TGFb inhibitor	ATXN2 expr inh	A549 tox	HepG2 viability	IL-2 act	EPAC2 ag	Nrf2 ARE act	ATXN viability
C/C=C\C=C/C(=O)Nc1cccc(C2=NOC3(C2)C[C@@H](C(N)=O)N(C(=O)/C=C/CC)C3)c1 (stereo partly drawn)	14%	1%	11%	0%	-14%	0.5	0%	0.2%	i
COc1ccc(N=Cc2sc(O)c3ccccc23)cc1	?	87%[activator]	157%[activator]	-14%	-29%	?	17%	?	i
Cc1ccc(-c2nnn(CC(=O)N(Cc3cccs3)C(C(=O)NCC3CCCO3)c3ccco3)n2)o1 (stereo not drawn)	-7%	-2%	-7%	9%	3%	-0.1	10%	-0.5%	i
CCN(CC)CCNC(=O)C1CCC(=O)N1CCc1ccccc1 (stereo not drawn)	-13%	6%	5%	-10%	-4%	-0.7	7%	-0.6%	i
CCOC(=O)/C=C1\SCC(=O)N1CC(=O)Nc1ccc2c(c1)CCC2	?	-13%	8%	1%	9%	-1.2	8%	-0.3%	i
